# HT1080-NT tox – qHTS for induction of synthetic lethality in tumor cells producing 2HG: qHTS for the HT-1080-NT fibrosarcoma cell line; HT-1080-NT fibrosarcoma viability, CellTiter-Glo ATP luminescence, 48 h; Potency, µM (top dose mostly 46.1 µM), for inactives: top-dose activity, negative = less viability, most hits filed as cytotoxic; 360,000 compounds, 1.6% hits;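 note: NT is the 2HG producing partner of a matched IDH1 knockdown line; potency is the fitted concentration of half-maximal effect; 0% = DMSO-treated cells and -100% = media-only wells without cells; nearly all actives have a fitted effect of over 55% in size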
#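 Read-out is CellTiter-Glo luminescence after 10 minutes at room temperature, following 48 hours' compound treatment of HT-1080-NT cells (750 cells/well, RPMI, 5% FBS, 37 degrees C).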
# MCF10A rereplic – A quantitative high throughput screen for small molecules that induce DNA re-replication in MCF 10a normal breast cells; Potency, µM (doses to about 46.1 µM), for inactives: top-dose activity, positive = re-replication, usual class: activators; MCF 10A DNA re-replication, Hoechst nuclear intensity, 48 h; 350,000 compounds, 2.9% hits; note: potency is the fitted concentration of half-maximal effect; % of control where 0% means no effect; nearly all actives have a fitted effect of over 50% in size
# HepG2 viability – qHTS for Inhibitors of TGF-b: Cytotox Counterscreen; HepG2 CAGA-GFP viability, ATP luminescence, 18 h; Potency, µM (top dose mostly 46.1 µM), for inactives: at the top dose activity change, negative = cytotoxicity, usual class: cytotoxic; 410,000 compounds, 0.76% hits; AID 588856, 2011; note: potency is the fitted concentration of half-maximal effect; some results filed as inactive show a strong effect at the top dose
#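 CellTiter-Glo luminescence gave cytotoxicity after 18 hours at 37 degrees C. The cells were HepG2 CAGA-GFP in 1% FBS DMEM, stimulated with 500 pg/mL TGF-beta after compound addition. %Activity was normalised to no-cell wells (complete cell-killing) and DMSO (no toxicity), and curves were fitted and classified.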
# HT1080 IDH1KD tx – qHTS for induction of synthetic lethality in tumor cells producing 2HG: qHTS for the HT-1080-IDH1KD cell line. Potency, µM (top dose mostly 46.1 µM), inactives show at the highest dose activity, negative = toxicity, actives largely listed as cytotoxic. 360,000 compounds, 2% hits. HT-1080 IDH1 knockdown viability, ATP luminescence, 48 h;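 note: potency is the fitted concentration of half-maximal effect; 0% = DMSO wells and -100% = cell-free medium wells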
#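 Using the IDH1-knockdown HT-1080 line run in the same batch and compound series as the NT line, viability after 48 h at 37 °C was determined by CellTiter-Glo luminescence and expressed as % activity.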
# ATXN2 expr inh – Primary qHTS for Inhibitors of ATXN expression; HEK-293 ATXN2-luciferase reporter, luminescence, 24 h; Potency, µM (doses to about 57 µM), without a hit: at the top dose activity change, negative = inhibition, hits mostly inhibitors; 360,000 compounds, 0.72% hits; AID 1745845, 2022; note: potency is the fitted concentration of half-maximal effect; % is set by controls: 0 for no effect and ±100 for the full control effect; nearly all actives have a fitted effect of over 55% in size
#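 ATXN2-luciferase reporter cells (luciferase flanked by upstream and downstream ATXN2 gene portions) were treated 24 h at 37 °C with compounds at up to 57 uM. SteadyGlo luminescence gave expression; GF-AFC fluorescence gave viability.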
# SW480 rereplic – A quantitative high throughput screen for small molecules that induce DNA re-replication in SW480 colon adenocarcinoma cells; SW480 DNA re-replication, Hoechst DNA content imaging, 48 h; Potency, µM (doses to about 46.1 µM), inactives show top-dose re-replication activation, usual class: activators; 340,000 compounds, 1.8% hits; note: potency is the fitted concentration of half-maximal effect; % of control where 0% means no effect; nearly all actives have a fitted effect of over 55% in size
#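 Image-based read-out: total Hoechst fluorescence of nuclei (405 nm excitation, 500-530 nm emission), with hits raising the fraction of high-intensity nuclei. SW480 colon cells incubated 48 hr with compounds at 37 C.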
# S2 tox – Viability Counterscreen for Primary qHTS for Inhibitors of ATXN expression; S2 cells (HEK-293 line with an ATXN2-luciferase reporter) viability, CellTiter-Fluor protease fluorescence, 24 h; Potency, µM (titrated, usually from 56.7 µM), hits mostly cytotoxic; 400,000 compounds, 0.49% hits; note: potency is the fitted concentration of half-maximal effect; nearly all actives have a fitted effect of over 40% in size
# IL1B secr inh – qHTS for Inhibitors of Inflammasome Signaling: IL-1-beta AlphaLISA Primary Screen | THP-1 LPS/ATP IL-1B secretion, AlphaLISA, 16 h; active compounds read low | activity change, % at 57.5 µM | 360,000 compounds, 4.7% hits | AID 743279, 2014; in the data active = activity change below about -50%; inconclusive = mostly about -30% to -49%; note: % is set by controls: 0 for no effect and ±100 for the full control effect
#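 THP-1 cells pretreated 1 hr with compounds (up to 57.5 uM final), then stimulated with LPS (250 ng/mL final) plus ATP (1.25 mM final); secreted IL-1B measured by AlphaLISA after 16 hr, decreased signal indicating inhibition.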
# KB-3-1 tox – qHTS assay for MDR1-selective chemotherapeutics: Primary screen using the parental adenocarcinoma cell KB-3-1 | KB-3-1 viability, CellTiter-Glo ATP luminescence, 72 h | Potency, µM (doses to about 46.1 µM), without a hit: at the top dose activity change, negative = cytotoxic, actives largely listed as cytotoxic | 400,000 compounds, 1.4% hits; note: potency is the fitted concentration of half-maximal effect; % is set by controls: 0 for no effect and ±100 for the full control effect; nearly all actives have a fitted effect of over 60% in size
#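 Viability of parental KB-3-1 cells, measured by CellTiter-Glo luminescence, followed a 72 h incubation at 37 °C with pinned compounds in phenol-red-free DMEM containing 10% FBS.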
# The depositor's hits bear a star; i = inactive; ? = inconclusive; / = no result given; [ ] = remark or other dose. Unless noted, calls come from the whole dose curve; as a rule, active = well fitted curve in the direction sought with a large enough effect; inconclusive = small, poorly fitted or top-dose-only effect, or another doubt; inactive = no such curve, though single readings can be large; an effect the other way counts as inactive or inconclusive.
entry	structure	HT1080-NT tox	MCF10A rereplic	HepG2 viability	HT1080 IDH1KD tx	ATXN2 expr inh	SW480 rereplic	S2 tox	IL1B secr inh	KB-3-1 tox
1	CCCCn1nnnc1SCC(=O)c1ccccc1F	12.4%	0.3%	-1.3%	17.5%	4.0%	13.1%	i	-15.6	16.1%
2	O=C(NCC(=O)N1CC=C(c2ccccc2)CC1)c1ccco1	5.6%	1.6%	0.2%	-5.7%	3.3%	-0.1%	i	3.9	8.1%
3	Cc1nc2ccc(NC(=S)NC3CCCCC3)cc2nc1C	2.3%	2.3%	-11.3%	-2.4%	/	-26.3%	/	-13.7	-0.4%
4	COc1ccccc1NC(=O)c1ccc(C(=O)c2ccccc2)o1	-2.8%	0.2%	-9.0%	-1.4%	-3.0%	0.6%	i	-21.1	-0.7%
5	CCOc1ccc(N2C(=O)Cc3ccccc3C2=O)cc1	13.3%	0.2%	2.8%	3.8%	1.7%	-30.1%	i	-5.3	3.2%
6	O=C(CSc1cccc2cccnc12)Nc1ccccc1F	?	3.1%	-48.9%	?	14.2%	?	i	-1.2	24.6%
7	O=CN(CCNc1ccccc1)c1ccccc1	-3.1%	0.8%	-14.4%	20.2%	44.8%[activator]	0.5%	i	-2.5	-0.1%
8	COCCNC(=S)NCCc1ccc(Cl)cc1Cl	-19.3%	1.4%	-23.0%	-26.8%	-22.1%	16.4µM*	i	6.7	1.8%
9	Cc1cccc(OCCCCCn2ccnc2)c1C	6.3%	10.5%	-26.9%	-2.3%	-23.3%	-1.2%	i	-5.5	?
10	CCSc1ccc2nnc(-c3cccs3)n2n1	-22.2%	3.7%	3.7%	-8.9%	-21.0%	-2.5%	i	-17.0	9.9%
11	CC(OC(=O)Cc1n[nH]c(=O)c2ccccc12)C(=O)Nc1ccc(F)cc1 (configuration not stated)	7.2%	0.9%	0.7%	-4.8%	3.4%	-136.0%[inhibitor]	i	19.3	6.2%
12	Cc1cc(C)cc(N(CC(=O)O)S(=O)(=O)c2c(C)[nH]c(=O)[nH]c2=O)c1	14.9%	8.1%	-2.4%	17.5%	-15.7%	-0.9%	i	6.8	-3.5%
13	COc1cc(/C=C/C(=O)OCC(=O)N(C)Cc2ccccc2)cc(OC)c1OC	2.3%	4.6%	-26.9%	5.4%	/	-7.8%	i	17.7	-0.1%
14	CCOC(=O)N/N=C/c1c(F)c(F)c(F)c(F)c1F	7.6%	23.8%	5.5%	-1.5%	/	-5.6%	i	-15.1	-1.6%
15	COc1ccc(CNS(=O)(=O)CCNCc2ccccc2OC)cc1	0.3%	-4.0%	-17.8%	1.0%	-4.9%	-4.3%	i	6.2	-3.2%
16	CC(C)(C)c1cc2nc(NCCc3ccc(S(N)(=O)=O)cc3)ccn2n1	-7.8%	/	-9.9%	-4.9%	-3.3%	/	i	-1.2	-0.6%
17	Oc1ccccc1-c1cc(-c2ccc(Cl)cc2)n[nH]1	?	?	-28.0%	16.4µM*	86.7%[activator]	?	i	-71.3*	?
18	CN(C)S(=O)(=O)c1cccc(NC(=O)COC(=O)/C=C/c2cccs2)c1	-2.3%	-3.5%	5.6%	-5.6%	2.5%	-19.1%	i	0.3	-3.6%
19	CCOC(=O)CSc1nc2cc(OC)ccc2cc1C#N	-6.1%	?	-16.8%	-12.7%	87.8%[activator]	17.8%	i	4.3	-5.9%
20	COc1ccc(CNCC(O)(c2ccc(F)cc2)c2ccc(F)cc2)cc1	?	?	-41.9%	?	-34.1%	?	i	-89.3*	-3.7%

# A run of entries from the list above, for reference:
entry	structure	HT1080-NT tox	MCF10A rereplic	HepG2 viability	HT1080 IDH1KD tx	ATXN2 expr inh	SW480 rereplic	S2 tox	IL1B secr inh	KB-3-1 tox
17	Oc1ccccc1-c1cc(-c2ccc(Cl)cc2)n[nH]1	?	?	-28.0%	16.4µM*	86.7%[activator]	?	i	-71.3*	?
18	CN(C)S(=O)(=O)c1cccc(NC(=O)COC(=O)/C=C/c2cccs2)c1	-2.3%	-3.5%	5.6%	-5.6%	2.5%	-19.1%	i	0.3	-3.6%
19	CCOC(=O)CSc1nc2cc(OC)ccc2cc1C#N	-6.1%	?	-16.8%	-12.7%	87.8%[activator]	17.8%	i	4.3	-5.9%
20	COc1ccc(CNCC(O)(c2ccc(F)cc2)c2ccc(F)cc2)cc1	?	?	-41.9%	?	-34.1%	?	i	-89.3*	-3.7%

# Further records follow:
entry	structure	HT1080-NT tox	MCF10A rereplic	HepG2 viability	HT1080 IDH1KD tx	ATXN2 expr inh	SW480 rereplic	S2 tox	IL1B secr inh	KB-3-1 tox
21	COc1cc(NC(=O)COCc2cc(-c3ccc(F)cc3)on2)cc(OC)c1OC	/	/	-8.8%	/	0.0%	/	?	/	?
22	Cc1nnc(SCC(C)C)[nH]c1=O	25.3%	-4.5%	1.0%	22.9%	1.2%	0.5%	i	29.5	7.5%
23	Nc1ccc(C(CC(=O)O)n2cccc2)cc1 (configuration not stated)	-3.9%	12.2%	7.3%	-1.8%	-21.0%	0.4%	i	-6.7	2.3%
24	Cc1ccc2c(c1)c1c3n2CCN(C(=O)C2CC2)C3CCC1 (configuration not stated)	-1.6%	2.2%	-9.2%	8.4%	5.5%	-4.0%	i	-11.3	-10.7%
25	CC(=O)c1cccc(OCc2cc(C(=O)NCCC3=CCCCC3)no2)c1	-5.0%	15.5%	-18.9%	-0.5%	17.5%	0.0%	i	-10.4	5.3%
26	Cc1[nH]ncc1-c1nc2ccccc2[nH]1	0.0%	-4.0%	-6.8%	12.0%	22.3%	1.3%	i	-5.0	0.0%
27	CCOc1ccccc1-n1nnnc1SCC(=O)NCC1(N2CCOCC2)CCCCC1	-2.8%	8.5%	-27.5%	-7.8%	-14.9%	0.0%	?	-2.2	-4.2%
28	N/C(=N\c1nc(CSc2nc3ccccc3s2)cc(=O)[nH]1)Nc1ccc(F)cc1	?	?	-15.3%	-29.0%	/	12.8%	i	4.5	11.6µM*
29	CCn1c(C)nnc1SCC(=O)Nc1ccc2c(c1)OCCO2	22.1%	-1.6%	-39.1%	11.5%	8.6%	-10.9%	i	4.2	18.5%
30	Cc1ccccc1OCCN(C#N)c1nc(N(C)C)nc(N(C)C)n1	-0.1%	14.6%	-49.3%	-15.0%	-30.5%	0.3%	?	-19.5	-5.0%
31	Cc1nc(C)c(C(=O)NNS(=O)(=O)c2ccc([N+](=O)[O-])cc2)s1	10.7%	-4.9%	-21.1%	14.9%	?	-3.3%	i	33.1	-1.0%
32	O=C(CSc1nnc(CNc2ccccc2)o1)N1CCCc2ccccc21	-2.9%	-5.0%	-4.4%	6.7%	5.9%	-2.5%	i	0.0	13.8%
33	CCc1ccc(NC(=O)C(C)Sc2ccc(S(=O)(=O)N3CCN(C)CC3)cn2)cc1 (configuration not stated)	-3.3%	1.8%	-23.0%	-13.2%	-23.7%	9.5%	i	0.0	0.0%
34	CC(=O)c1ccc(S(=O)(=O)Nc2ccc(-c3cn4c(C)csc4n3)cc2)cc1	/	/	1.0%	/	35.0%	/	i	/	-4.9%
35	NC1=NC(=O)/C(=C\c2ccc(O)c([N+](=O)[O-])c2)S1	-26.0%	-11.8%	-10.2%	-2.8%	0.2%	6.5%	?	9.7	-0.7%
36	CCOC(=O)CNC(=O)Cn1cnc2c(cnn2-c2ccc(C)cc2)c1=O	-0.5%	?	1.2%	13.1%	-1.3%	-4.2%	/	24.9	0.0%
37	O=C(CSc1nnc(Cc2ccccc2)o1)N1CCOCC1	0.0%	0.9%	-0.5%	9.6%	0.3%	-8.0%	i	18.9	-8.7%
38	COc1cccc(N2CCN(C(=O)c3oc4ccccc4c3NC(=O)Cc3ccc(OC)c(OC)c3)CC2)c1	-6.3%	8.8%	-12.5%	-1.5%	-5.2%	9.9%	i	-10.0	-7.8%
39	CCOC(=O)N1CCN(C(=O)CCc2ccc(S(=O)(=O)NC(C)(C)C)cc2)CC1	-8.2%	8.9%	5.1%	-9.4%	-0.5%	3.1%	i	30.1	-8.0%
40	Nc1ccc2nc(C(F)(F)F)[nH]c2c1	3.4%	-0.2%	-24.5%	3.3%	-13.0%	-1.3%	i	0.0	1.9%

# 3 compounds out of the list above, sorted by their value in SW480 rereplic, lowest first.
cpd | molecule | SW480 rereplic
13 | COc1cc(/C=C/C(=O)OCC(=O)N(C)Cc2ccccc2)cc(OC)c1OC | -7.8%
31 | Cc1nc(C)c(C(=O)NNS(=O)(=O)c2ccc([N+](=O)[O-])cc2)s1 | -3.3%
30 | Cc1ccccc1OCCN(C#N)c1nc(N(C)C)nc(N(C)C)n1 | 0.3%

# Next section:
entry	structure	HT1080-NT tox	MCF10A rereplic	HepG2 viability	HT1080 IDH1KD tx	ATXN2 expr inh	SW480 rereplic	S2 tox	IL1B secr inh	KB-3-1 tox
41	COc1ccc(OCCN(C)CC(=O)Nc2c(C)cccc2C)cc1	13.7%	-1.4%	-24.0%	16.6%	-0.1%	0.2%	i	7.4	1.0%
42	CCN(CC)CCN(C(=O)c1ccc(S(=O)(=O)N2CCCC2)cc1)c1nc2cc(C)cc(C)c2s1	?	15.7%	-28.6%	?	-23.7%	1.8%	i	?	-4.3%
43	Cc1nc(-c2cccc(NC(=O)c3ccc(Br)o3)c2)cs1	-16.8%	2.5%	-23.0%	-9.2%	1.1%	3.8%	i	?	?
44	Cc1ccc(NC(=O)c2cccs2)cc1	-15.2%	11.3%	-38.2%	-6.3%	44.6%[activator]	2.6%	i	-8.1	-7.6%
45	COn1c(-n2nc(C)cc2C)nc2ccccc2c1=O	6.6%	-3.9%	-8.1%	4.0%	1.8%	-1.0%	i	-0.8	6.6%

# Screening data deposited in PubChem by National Center for Advancing Translational Sciences (NCATS).
